Assay outcomes as filed in PubChem.
TNAP activators: human TNAP enzyme activators, primary screen, biochemical, luminescent, no phosphate acceptor, uHTS (AID 1001) | Alkaline phosphatase, tissue-nonspecific isozyme (Homo sapiens) | hit rate 0.03% among 200,000 | activation fold at 20 µM; hits with a dose series show EC50 in µM | purified TNAP, luminescent activation assay, no phosphate acceptor; higher activation fold means a stronger effect; in the data active = activation fold from about 3, or a potency from the dose series; inactive = the rest, 99 in 100 with activation fold below about 1.6; also: many of its hits are not listed in these tables
XIAP antagonists: XIAP antagonists, biochemical, IAP family, fluorescence polarization (AID 1018); XIAP BIR domain, fluorescence polarization peptide displacement; higher % means a stronger effect; displacement, % at 20 µM; hits with a dose series show IC50 in µM; hit rate 0.007% among 200,000; E3 ubiquitin-protein ligase XIAP (Homo sapiens); in the data active = displacement above about 50%; also: a part of the inactive calls stands beside numbers as strong as those of hits
human PMI inhibitors: human PMI inhibitors, high substrate, primary screen, biochemical, fluorescence intensity, high mannose 6-phosphate (AID 1220). hit rate 0.66% among 190,000. recombinant PMI enzyme, coupled fluorescence intensity; higher % means a stronger effect. inhibition, % at 20 µM, or IC50 in µM where a hit was titrated
human PMI inhibition: inhibitors of human PMI, primary screen, biochemical, fluorescence intensity, coupled assay (AID 1209). Mannose-6-phosphate isomerase (Homo sapiens). purified PMI enzyme, coupled fluorescence intensity; higher % means a stronger effect. inhibition, % at 20 µM; hits with a dose series show IC50 in µM. hit rate 0.42% among 190,000;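 also: plate controls were DMSO vehicle for no effect and wells lacking substrate for full effect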
Siah-1 displacement: Siah-1 peptide-binding antagonists, primary screen, biochemical, fluorescence polarization, rhodamine-plectin, uHTS (AID 1817) | one-dose displacement, % at 20 µM; IC50 in µM for titrated hits | Siah-1 / rhodamine-plectin peptide fluorescence polarization; higher % means a stronger effect | hit rate 0.02% among 290,000 | E3 ubiquitin-protein ligase SIAH1 (Homo sapiens);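 active = displacement of at least 50% at 20 µM, with a fluorescence ratio check between 0.3 and a set limit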;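 also: plate controls were Siah plus tracer with DMSO for no effect and tracer alone without Siah for full effect; strong numbers were not always called active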
UTI89 phage lysis: inhibition of K1F phage lysis, E. coli UTI89, bacterial capsule biogenesis inhibitors, alamar blue (AID 488966) | hit rate 0.02% among 340,000 | E. coli UTI89 K1F phage lysis, alamar blue, 2 h; higher % means a stronger effect | inhibition, % at 100 µM; hits with a dose series show IC50 in µM;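 active = phage lysis inhibition, versus mean bacterial control, above a set limit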;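 also: capsule biogenesis inhibitors block K1F phage lysis so surviving cells raise fluorescence; higher fluorescence means more inhibition of phage lysis; actives were called in the ten point dose series up to 300 µM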
P. falciparum M17LAP: P. falciparum M17LAP inhibitors, primary screen, biochemical, fluorogenic H-Leu-NHMec substrate, 1536-well (AID 1619). Leucine aminopeptidase (Plasmodium falciparum (isolate 3D7)). recombinant M17LAP, H-Leu-NHMec fluorogenic kinetic assay; higher % means a stronger effect. one-dose inhibition, % at 30 µM; IC50 in µM for titrated hits. hit rate 0.38% among 220,000;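 active = compound inhibiting the enzyme by more than half at any dose during confirmatory dose-response retesting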;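 also: plate controls were full reaction with DMSO carrier for no effect and no enzyme background for full effect; strong numbers were not always called active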
Hep lipid drop: inhibitors of hepatocyte lipid droplet formation, primary screen, imaging, high-throughput imaging, BODIPY stain; AML12 mouse hepatocytes, oleate lipid droplets; inhibition, % at 6.5 µM; hit rate 0.4% among 240,000; AID 1656, 2009;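 active = lipid droplet intensity inhibited by at least 50%, with more than 500 cells counted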
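Material – AML12 mouse liver cells · Also added – oleate loading, 100 µM · Compound dosing – 6.5 µM single-point dosing · Times – overnight treatment with compound plus oleate · Measured by – fluorescence imaging, 20x objective, two fields per well · Read-out – percent inhibition of filter-corrected integrated lipid droplet intensity per well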
P. falciparum M1AAP: P. falciparum M1AAP inhibitors, biochemical, fluorogenic H-Leu-NHMec substrate, 1536-well (AID 1445) | recombinant M1AAP, H-Leu-NHMec fluorogenic kinetic assay; higher % means a stronger effect | one-dose inhibition, % at 30 µM; IC50 in µM for titrated hits | hit rate 0.42% among 220,000;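 active = primary inhibition above the hit cutoff, then over 50% inhibition at one or more dose response concentrations, cut at about 23% in these data, passing the limit was not always enough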;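 also: plate controls were DMSO full reaction for no effect and no enzyme background for full effect; strong numbers were not always called active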
Hep lipid drop cells 6.5 µM: recorded beside Hep lipid drop, whose call it bears; cell count; measured here: cell count, cytotoxicity flag;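 cells counted across two imaged fields per well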
* = called active by the depositor; nt = no result given; [ ] = remark or other dose. Rule as the data show it, unless noted: active = inhibition above about 50%; inactive = the rest.

Labels used below: A = TNAP activators; B = XIAP antagonists; C = human PMI inhibitors; D = human PMI inhibition; E = Siah-1 displacement; F = UTI89 phage lysis; G = P. falciparum M17LAP; H = Hep lipid drop; I = Hep lipid drop cells 6.5 µM; J = P. falciparum M1AAP
CC(C)NC(=O)NC(=O)CSc1nnc(-c2ccccc2F)n1N
  A: 1.1	B: -2.6%	C: 1%	D: 1%	E: 0%	F: -0.4%	G: 3%	H: 1	I: 665	J: 7%
CC[C@H]1OC(=O)[C@H](C)[C@@H](O[C@H]2C[C@@](C)(OC)[C@@H](O)[C@H](C)O2)[C@H](C)[C@@H](O[C@@H]2O[C@H](C)C[C@H](N(C)C)[C@H]2O)[C@](C)(OC)C[C@@H](C)C(=O)[C@H](C)[C@@H](O)[C@]1(C)O
  A: 1.1	B: -6.2%	C: -3%	D: 1%	E: 13%	F: -7.0%	G: 0%	H: -4	I: 678	J: 0%
COc1ccc(N2C(=O)C3C(c4ccc(OC)cc4O)NC(Cc4ccccc4)(C(=O)O)C3C2=O)cc1 (stereo not given)
  A: 1.5	B: -5.5%	C: 3%	D: -8%	E: 0%	F: 0.8%	G: 23%	H: 28	I: 631	J: 2%
O=C(OCC(=O)N1CCCCCC1)c1ccc(Cl)c(S(=O)(=O)N2CCCC2)c1
  A: 1.1	B: -4.4%	C: -6%	D: -5%	E: -1%	F: 1.6%	G: 0%	H: 6	I: 699	J: -1%
Cc1nnsc1S(=O)(=O)Cc1ccccc1Cl
  A: 1.1	B: 0.9%	C: -7%	D: 0%	E: 1%	F: 0.7%	G: -4%	H: nt	I: nt	J: -3%
CC(=O)Oc1ccc(/C=N/NS(=O)(=O)c2ccccc2)cc1
  A: 0.6	B: -8.0%	C: 2%	D: -13%	E: 0%	F: 1.2%	G: 9%	H: 1	I: 750	J: 4%
CN1CC=C2C(C#N)=C(N)C(C#N)(C#N)C(CCc3ccccc3)C2C1 (stereo not given)
  A: 0.9	B: -0.6%	C: 17%	D: 23%	E: 4%	F: 0.0%	G: -27%	H: -10	I: 682	J: 6%
Cc1ccc(C)c2sc(NC(=O)c3ccc(N4CCCCC4)c([N+](=O)[O-])c3)nc12
  A: 1	B: -0.2%	C: 0%	D: 11%	E: 0%	F: 4.2%	G: -6%	H: nt	I: nt	J: 1%
CCn1c(C(C#N)/C(=N\S(=O)(=O)c2cccs2)c2ccccc2)nc2ccccc21 (stereo not given)
  A: 1	B: -2.2%	C: -3%	D: 7%	E: 1%	F: -1.4%	G: 24%	H: 7	I: 771	J: -11%
CCSc1nnc(-c2cccnc2)n1-c1ccc(Cl)c(C)c1
  A: 1.1	B: -6.3%	C: 8%	D: 10%	E: -2%	F: 7.6%	G: 6%	H: 15	I: 822	J: 3%
Cc1ccc(C(c2nnnn2C(C)(C)C)N2CCC(C)CC2)cc1 (stereo not given)
  A: 1.1	B: -7.3%	C: -4%	D: -8%	E: -2%	F: 0.5%	G: -1%	H: -6	I: 721	J: -3%
O=C(N/N=C/c1ccco1)c1cc(-c2cccc(Br)c2)nc2ccccc12
  A: 1.1	B: -4.4%	C: 1%	D: 0%	E: -6%	F: 0.1%	G: -9%	H: 0	I: 674	J: 10%
Nc1nnn(CC(=O)N/N=C/c2ccccc2Cl)n1
  A: nt	B: nt	C: nt	D: nt	E: 2%	F: nt	G: 1%	H: 18	I: 733	J: 4%
CCOC(=O)c1c(C)[nH]c2cc(Br)c(OC)cc12
  A: 1	B: -1.0%	C: -6%	D: -6%	E: -2%	F: 0.4%	G: 20%	H: nt	I: nt	J: 20%
COCCNC(=O)Cn1nc(C)c2ccccc2c1=O
  A: 1	B: 14%	C: -17%	D: -16%	E: -4%	F: 1.7%	G: 9%	H: nt	I: nt	J: -3%
O=S(=O)(Nc1ccc(S(=O)(=O)N2CCCCCC2)cc1)c1cccs1
  A: 1.1	B: -7.0%	C: -1%	D: 1%	E: 2%	F: 0.1%	G: 11%	H: 5	I: 778	J: 0%
COc1ccc(CCNC(=O)CC2COc3ccccc3O2)cc1OC (stereo not given)
  A: 1.3	B: -3.9%	C: -11%	D: -7%	E: -1%	F: 0.5%	G: 8%	H: nt	I: nt	J: 4%
COc1ccc(S(=O)(=O)N(CC(=O)NCc2ccco2)c2ccccc2)cc1
  A: 1	B: -6.1%	C: -13%	D: -9%	E: 0%	F: 0.0%	G: -5%	H: 0	I: 749	J: -1%
COc1ccc(S(=O)(=O)NCc2ccccn2)c(Cl)c1Cl
  A: 1.1	B: -3.4%	C: 5%	D: 1%	E: 3%	F: 0.6%	G: -12%	H: 0	I: 543	J: -4%
O=C(CNC(=O)c1ccccc1)NC1(C(=O)NC2CCCCC2)CCCCC1
  A: 1.1	B: -2.3%	C: 0%	D: -6%	E: 2%	F: 0.0%	G: 1%	H: -4	I: 696	J: -2%
Cc1ccc(S(=O)(=O)Nc2cc(Cl)c(O)cc2C)cc1
  A: 1	B: -4.4%	C: 19%	D: 22%	E: 5%	F: -5.5%	G: -2%	H: nt	I: nt	J: 1%
NC(=S)Cc1ccccc1Cl
  A: nt	B: nt	C: nt	D: nt	E: -6%	F: -1.3%	G: 11%	H: -13	I: 706	J: 9%
CCC(=O)Oc1ccc2c(c1)OC1(OC(C)=O)OC(C)CC1=C2C (stereo not given)
  A: nt	B: nt	C: nt	D: nt	E: -4%	F: 0.0%[50 µM]	G: -3%	H: -3	I: 699	J: 15%
CC(C)N1C(=S)SC(C)(C)C1n1oc(=O)n(-c2cccc(Cl)c2)c1=O (stereo not given)
  A: 1.1	B: -2.7%	C: 2%	D: 10%	E: 7%	F: 0.3%	G: 1%	H: -1	I: 685	J: 8%
Cc1c(Br)c([N+](=O)[O-])nn1CC(=O)Nc1ccc(CC#N)cc1
  A: 1.1	B: -7.0%	C: -4%	D: -2%	E: 17%	F: nt	G: 6%	H: -2	I: 679	J: 0%
Fc1cccc(Cl)c1Cn1nnc2c(NCc3ccncc3)ncnc21
  A: 1.1	B: -2.6%	C: 20%	D: 16%	E: 5%	F: 0.9%	G: 2%	H: 8	I: 751	J: -2%
COC(=O)c1ccc(SC2CCCCC2)c([N+](=O)[O-])c1
  A: 1.1	B: -8.9%	C: 4%	D: 6%	E: 4%	F: 0.3%	G: -7%	H: nt	I: nt	J: 1%
Cc1ccc(NC(=S)N(CCCN2CCCC2)Cc2cccn2Cc2ccc(Cl)cc2)cc1C
  A: 1.1	B: -8.6%	C: 6%	D: 7%	E: 3%	F: -0.3%	G: 2%	H: -10	I: 745	J: 9%
Nc1ccc(CN2CCCCCC2)cc1
  A: 1	B: -3.9%	C: -3%	D: -6%	E: -7%	F: 1.2%	G: -2%	H: -7	I: 753	J: 0%
COC(=O)c1ccc(NC(=O)CN2C(=O)CSC2=O)cc1
  A: 0.9	B: -6.5%	C: -12%	D: -1%	E: 5%	F: 0.1%	G: 13%	H: 11	I: 791	J: 16%
O=C(O)C1(P(=O)(c2ccc(Cl)cc2)c2ccc(Cl)cc2)CCCC1
  A: 1.1	B: -6.6%	C: -5%	D: -1%	E: 2%	F: 0.1%	G: 7%	H: 10	I: 746	J: -1%
C=CCSc1nc2c(c(=O)[nH]c(=O)n2C)n1Cc1ccc(C)cc1
  A: 1.1	B: -1.1%	C: -8%	D: -5%	E: -3%	F: 0.2%	G: 8%	H: 31	I: 741	J: -3%
CCOC(=O)c1c(NC(=O)CSc2nnc(Cc3ccccc3)o2)sc(C(C)=O)c1C
  A: 1	B: -6.2%	C: 4%	D: 10%	E: -4%	F: 0.9%	G: 17%	H: -8	I: 748	J: 11%
CC(C)c1ccc2c(c1)C1(NN=C(c3ccccc3)S1)C(=O)N2 (stereo not given)
  A: 0.7	B: -2.3%	C: 14%	D: -4%	E: 4%	F: -3.7%	G: 19%	H: -35	I: 727	J: -9%
Cc1cc(C)c(NC(=O)COC(=O)CCc2ccc(S(=O)(=O)N3CCCCC3)cc2)c(C)c1
  A: 1.2	B: -7.0%	C: 15%	D: 15%	E: 4%	F: -0.1%	G: -3%	H: -4	I: 725	J: 3%
CN(C)S(=O)(=O)c1cc(NC(=O)CNCCN2CCOCC2)ccc1Cl
  A: nt	B: nt	C: nt	D: nt	E: 2%	F: -0.1%[50 µM]	G: 3%	H: -9	I: 690	J: 6%
CC(C)COc1ccc(CN=C(N)N=C(N)N)cc1Cl
  A: 0.9	B: -5.7%	C: 4%	D: 5%	E: -2%	F: 2.1%	G: -8%	H: 2	I: 627	J: -1%
Cn1cc(C(=O)NCCN2CCN(c3cccc(Cl)c3)CC2)c2c3ccccc3n(C)c2c1=O
  A: 1	B: -4.1%	C: 13%	D: 18%	E: 2%	F: 1.2%	G: 1%	H: -6	I: 738	J: 0%
CC(=O)Nc1cccc(C2=CC(c3ccco3)n3ncnc3N2)c1 (stereo not given)
  A: 1.1	B: 38%	C: -32%	D: -31%	E: 3%	F: nt	G: 4%	H: 11	I: 640	J: 11%
O=C(CC1S/C(=N/N=C/c2cccs2)NC1=O)Nc1ccc(Cl)cc1 (stereo not given)
  A: 1.1	B: -6.8%	C: 4%	D: 3%	E: 3%	F: 3.2%[50 µM]	G: 21%	H: 10	I: 688	J: 5%
N/C(=N\OC(=O)COc1ccc2ccccc2c1Br)c1ccccn1
  A: 1	B: -6.2%	C: 8%	D: 5%	E: 3%	F: -0.3%	G: 1%	H: 11	I: 691	J: 1%
Cc1cc(/C=C(\C#N)C(=O)OCC(=O)NC(=O)NC(C)(C)C)c(C)n1CCC(C)C
  A: 0.9	B: -6.6%	C: 6%	D: 20%	E: -6%	F: 2.3%[50 µM]	G: -2%	H: 4	I: 812	J: 3%
FC(F)(F)c1nc(=S)c2ccccc2[nH]1
  A: 1.1	B: -7.1%	C: -27%	D: 9%	E: -2%	F: -0.4%	G: 15%	H: -3	I: 740	J: 2%
NNC(=O)COc1cccc(C(F)(F)F)c1
  A: 1	B: -9.2%	C: -7%	D: -12%	E: -10%	F: -0.3%	G: -4%	H: 1	I: 666	J: 4%

3 entries from above in a different format.
compound	TNAP activators	XIAP antagonists	human PMI inhibitors	human PMI inhibition	Siah-1 displacement	UTI89 phage lysis	P. falciparum M17LAP	Hep lipid drop	Hep lipid drop cells 6.5 µM	P. falciparum M1AAP
CN(C)S(=O)(=O)c1cc(NC(=O)CNCCN2CCOCC2)ccc1Cl	nt	nt	nt	nt	2%	-0.1%[50 µM]	3%	-9	690	6%
CC(C)COc1ccc(CN=C(N)N=C(N)N)cc1Cl	0.9	-5.7%	4%	5%	-2%	2.1%	-8%	2	627	-1%
Cn1cc(C(=O)NCCN2CCN(c3cccc(Cl)c3)CC2)c2c3ccccc3n(C)c2c1=O	1	-4.1%	13%	18%	2%	1.2%	1%	-6	738	0%
